Screens deposited in PubChem BioAssay by The Scripps Research Institute Molecular Screening Center.
TEAD-YAP inh – TEAD-YAP interaction inhibition | HEK-TIYL cells, TEAD-Gal4/YAP UAS-luciferase luminescence | inhibition, % at 9.12 µM | 640,000 tested, 1.4% active | AID 1259422; in the data active = inhibition above about 32%;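 also: 0% = median of test compound wells and 100% = reference inhibitor wells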
MITF inh – blocks human microphthalmia-associated transcription factor | O75030 | AlphaScreen MITF homodimerization, bead proximity signal | inhibition, % at 2.6 µM | 650,000 tested, 0.91% active | AID 1259374; in the data active = inhibition above about 50%;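 also: 0% = vehicle wells with protein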
Target sequence (O75030 whole entry, looked up): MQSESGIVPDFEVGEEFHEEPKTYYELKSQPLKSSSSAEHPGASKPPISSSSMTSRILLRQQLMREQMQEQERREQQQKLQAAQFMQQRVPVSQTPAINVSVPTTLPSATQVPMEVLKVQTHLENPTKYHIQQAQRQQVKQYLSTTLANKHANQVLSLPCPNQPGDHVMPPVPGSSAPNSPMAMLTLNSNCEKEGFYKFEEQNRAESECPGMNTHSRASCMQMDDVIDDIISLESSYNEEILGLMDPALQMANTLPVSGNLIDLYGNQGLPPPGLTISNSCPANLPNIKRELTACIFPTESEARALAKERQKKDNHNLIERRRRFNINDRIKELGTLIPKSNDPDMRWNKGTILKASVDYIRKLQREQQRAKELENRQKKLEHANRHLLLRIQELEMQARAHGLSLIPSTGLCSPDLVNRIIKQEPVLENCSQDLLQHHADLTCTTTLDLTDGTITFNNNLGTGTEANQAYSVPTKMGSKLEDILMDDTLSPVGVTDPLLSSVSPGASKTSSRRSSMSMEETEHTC
GPR151 activ – human GPR151 activation. Q8TDV0. activation, % at 11.2 µM. PathHunter beta-arrestin GPR151 cells, luminescence. 650,000 tested, 1% active; in the data active = activation above about 4.9%;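 also: 0% = median of compound wells and 100% = cells with positive control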
Target sequence (Q8TDV0 whole entry, looked up): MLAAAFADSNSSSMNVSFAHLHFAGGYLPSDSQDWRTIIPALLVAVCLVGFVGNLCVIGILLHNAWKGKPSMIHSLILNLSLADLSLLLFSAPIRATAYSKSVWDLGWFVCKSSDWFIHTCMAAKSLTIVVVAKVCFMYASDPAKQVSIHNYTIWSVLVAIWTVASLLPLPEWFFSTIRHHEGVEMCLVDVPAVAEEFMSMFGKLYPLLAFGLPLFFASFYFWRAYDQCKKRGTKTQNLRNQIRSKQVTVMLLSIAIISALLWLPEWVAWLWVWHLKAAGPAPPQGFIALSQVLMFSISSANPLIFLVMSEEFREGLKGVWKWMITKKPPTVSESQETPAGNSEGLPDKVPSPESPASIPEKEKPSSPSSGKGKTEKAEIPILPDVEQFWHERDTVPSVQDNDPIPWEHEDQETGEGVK
FBW7 act – activators of human E3 ligase FBW7; Q969H0; AlphaScreen FBW7–phospho-cyclin E peptide binding, activator screen; normalized activity (activation), % at 26.1 µM; 650,000 tested, 0.13% active; AID 1259310; in the data active = normalized activity above about 1.9%;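 also: purified mutant Fbw7 with reduced substrate affinity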
* = called active by the depositor; / = not tested or not shown.

Sequence of screens – TEAD-YAP inh | MITF inh | GPR151 activ | FBW7 act
O=C(Cc1ccccc1)NCc1ccccc1
→ -22 | -2 | -1.0 | 0.0
c1ccc(CN2CCN(c3ncnc4c3nnn4Cc3ccccc3)CC2)cc1
→ 3 | 8 | 0.7 | 0.0
COc1ccc(OC)c(N(CC(=O)NC(C(C)C)C(C)C)S(=O)(=O)c2ccccc2)c1
→ 0 | -9 | 0.2 | -0.2
CC(=O)N(c1ccc2oc(=O)sc2c1)S(=O)(=O)c1cc(C)ccc1C
→ 22 | 5 | 1.0 | -0.2
COc1ccccc1CCNC(=O)CSc1cc(C(C)C)ncn1
→ 16 | 7 | -0.3 | 0.1
O=C(c1ccc(Cn2c(=S)[nH]c3cc4c(cc3c2=O)OCO4)cc1)N1CCN(c2ccccc2)CC1
→ -9 | 24 | 0.3 | 0.7
CCOC(=O)CNC(=O)CSc1nnc2n(Cc3ccccc3)c3ccccc3n12
→ -6 | 2 | -1.2 | -0.1
NC(=O)N/N=C/c1ccc(OC(=O)c2ccco2)cc1
→ -6 | -2 | -1.3 | 0.2
C/C(=N/NC(=O)COc1ccc(C)cc1)c1ccc([N+](=O)[O-])cc1
→ 0 | -3 | 1.8 | 0.0
Cc1ccc(CN2CCCC(c3[nH]ncc3-c3cccc(F)c3)C2)o1 (stereo not given)
→ -19 | 11 | 0.5 | 0.0

Sorted by molecular weight (descending): part of the list above.
Sequence of screens – TEAD-YAP inh | MITF inh | GPR151 activ | FBW7 act
CCOC(=O)CNC(=O)CSc1nnc2n(Cc3ccccc3)c3ccccc3n12
→ -6 | 2 | -1.2 | -0.1
CC(=O)N(c1ccc2oc(=O)sc2c1)S(=O)(=O)c1cc(C)ccc1C
→ 22 | 5 | 1.0 | -0.2
O=C(Cc1ccccc1)NCc1ccccc1
→ -22 | -2 | -1.0 | 0.0

The list continues:
Sequence of screens – TEAD-YAP inh | MITF inh | GPR151 activ | FBW7 act
CC1CCCCN1S(=O)(=O)c1ccc2c(c1)CCN2C(=O)CCCC(=O)O (stereo not given)
→ 2 | 4 | 1.4 | 0.0
CCOC(=O)C1=NN(c2ccc(Br)cc2)C2C(=O)N(c3ccc(C)cc3)C(=O)C12 (stereo not given)
→ -5 | 4 | -0.9 | 0.0
COC(=O)c1ccccc1NC(=O)Cn1ccnc1
→ -3 | -4 | -1.6 | 0.0
Cc1cc(C)c(S(=O)(=O)N(C)CC(=O)O)c(C)c1
→ -1 | -7 | -0.9 | 0.0
COc1ccc(C(=O)OCc2ccc(Br)cc2)cc1OC
→ 5 | 13 | 2.3 | 0.1
CCCCC1CCC(C(=O)Nc2c3c(nn2-c2ccccc2C)CS(=O)(=O)C3)CC1 (stereo not given)
→ 10 | 4 | 1.7 | 0.4
CC(C)(C)c1ccc(OCC(O)CN2C(=O)c3ccccc3C2=O)cc1 (stereo not given)
→ 1 | 11 | 0.4 | -0.1
O=C(O)c1ccccc1N/N=C/c1ccc([N+](=O)[O-])o1
→ -29 | 22 | -0.2 | 1.2
CCOc1cc(/C=C2\C(=N)N3N=CSC3=NC2=O)cc(Cl)c1OS(C)(=O)=O
→ 13 | 11 | -2.1 | 0.4
CCCOC(=O)C(C)n1cnc2sc(C(=O)OCC)c(C)c2c1=O (stereo not given)
→ -6 | -6 | 0.4 | -0.1
O=C(Nc1cc2ccccc2oc1=O)C1CCCCC1
→ -47 | -21 | -0.2 | -0.1
CCOc1cc(/C=C(\C#N)C(=O)NCCOC)ccc1OCc1ccc2c(c1)OCO2
→ 10 | 9 | 0.9 | 0.1
O=[N+]([O-])C1=NN(c2ccccc2[N+](=O)[O-])CN(c2cccc(F)c2)C1
→ -11 | 14 | 0.7 | 0.1
O=C(Cc1cn(-c2ccc(NC3CCN(Cc4ccccc4)CC3)nn2)c2ccccc12)NCc1cccnc1
→ -1 | 14 | -1.1 | 0.1
Cc1ccc2c(C)cc[n+](CCCS(=O)(=O)O)c2c1
→ 9 | 1 | 0.1 | 0.4
CCc1ccc(/C=C2/N=C(c3ccccc3)OC2=O)s1
→ 5 | 4 | 2.1 | -0.1
COc1ccccc1CN1CCc2nc(C)[nH]c(=O)c2C1
→ -3 | 12 | -1.2 | 0.0
O=C(C1=C(O)C(=O)N(Cc2cccnc2)C1c1cccc(Br)c1)c1cccs1 (stereo not given)
→ 5 | 17 | -0.4 | 0.2
CC(C)(C)c1ccc(C(=O)Nc2nnc(COc3ccccc3)s2)cc1
→ 2 | 2 | 0.0 | 0.3
CCCOC1OC(=O)c2c1ccc(OC)c2OC (stereo not given)
→ 3 | 12 | -0.2 | 0.0

Compound profiles (already shown). Order of screens: TEAD-YAP inh	MITF inh	GPR151 activ	FBW7 act
`CC1CCCCN1S(=O)(=O)c1ccc2c(c1)CCN2C(=O)CCCC(=O)O` (stereo not given) as listed: 2	4	1.4	0.0
`COc1ccccc1CN1CCc2nc(C)[nH]c(=O)c2C1` as listed: -3	12	-1.2	0.0
`CCCOC(=O)C(C)n1cnc2sc(C(=O)OCC)c(C)c2c1=O` (stereo not given) as listed: -6	-6	0.4	-0.1
`CC(C)(C)c1ccc(C(=O)Nc2nnc(COc3ccccc3)s2)cc1` as listed: 2	2	0.0	0.3
`CC(C)(C)c1ccc(OCC(O)CN2C(=O)c3ccccc3C2=O)cc1` (stereo not given) as listed: 1	11	0.4	-0.1

More structures
Sequence of screens – TEAD-YAP inh | MITF inh | GPR151 activ | FBW7 act
Cn1c(/C(C#N)=C/c2cccc(Br)c2)nc2ccccc21
→ 5 | 1 | 1.4 | -0.1
CCC(=O)N(Cc1ccco1)C1CC(=O)N(c2ccccc2)C1=O (stereo not given)
→ 3 | 9 | -0.6 | 0.1
CCOc1ccc(CN2CCN(Cc3ccc(OC)cc3F)C(CCO)C2)cc1CO (stereo not given)
→ 8 | -7 | 0.1 | -0.1
CCCCNCc1c(C(=O)O)c(C)n(Cc2cc(C)ccc2C)c1C
→ 9 | 17 | 0.1 | -0.4
COc1ccc(C(=O)CCC(=O)Nc2ccc(F)cc2F)cc1
→ 3 | -7 | 2.4 | 0.0
O=C(Cn1nc2ccccc2n1)N/N=C/c1ccc2c(c1)OCO2
→ 1 | 4 | 2.3 | 0.1
Cc1nc2nc(C)c(CCC(=O)Nc3ccc(Br)cc3)c(C)n2n1
→ -12 | 2 | -0.4 | -0.1
COc1ccc(C2CC(=O)C3=C(C2)NC(C)=C(C(=O)OCc2ccccc2)C3c2cc(OC)c(OC)c(OC)c2)cc1 (stereo not given)
→ 5 | -10 | 0.1 | 0.2
Cn1c(SCc2ccccc2)nc2ccccc2c1=O
→ 6 | 24 | -2.2 | 0.2
Cn1c(SCCC(=O)O)nnc1-c1cccc([N+](=O)[O-])c1
→ 7 | 8 | 1.1 | 0.1
Ic1ccc(Nc2nc(Nc3ccccc3)nc(N3CCOCC3)n2)cc1
→ -3 | -1 | -1.1 | 0.0
CCOC(=O)c1ccc(NC(=O)c2cccc3c2C(=O)N(Cc2cccnc2)C3)cc1
→ 5 | 8 | 0.0 | -0.1
CC1CCCC(NC(=O)CNC(=S)N(Cc2ccccc2)Cc2ccccc2F)C1C (stereo not given)
→ -9 | 16 | 0.8 | 0.0
Cc1ccc(NC(=O)CN2CC(=O)N3CCCC3C2=O)cc1C (stereo not given)
→ 10 | 2 | -1.4 | 0.0
CN(C)C1(CNC(=O)c2ccc(N3C(=O)c4ccccc4C3=O)cc2)CCCCC1
→ -1 | 19 | -2.4 | 0.8
C=CCN1CCN(C(c2ccc(OC)c(OC)c2)c2nnnn2C2CCCC2)CC1 (stereo not given)
→ -3 | -2 | -0.4 | 0.2
O=C(Cn1c2ccccc2c(=O)c2ccccc21)Nc1ccc(Oc2ccc3ccccc3c2Cl)c(Cl)c1
→ -7 | -1 | 0.0 | -0.1
O=C(Nc1ccc(F)c(Cl)c1)C1c2ccccc2Oc2ccccc21
→ 12 | 11 | -1.1 | 0.0
COc1ccc(OC)c(NS(=O)(=O)c2ccc3c(c2)OCC(=O)N3)c1
→ 15 | 3 | -0.2 | 0.1
COc1ccc(C(C(=O)NC2CCCC2)N(C(=O)Cc2cccs2)C2CC2)cc1 (stereo not given)
→ -6 | 4 | -0.7 | 0.0
CCOC(=O)/C=C1/NC2(CCCCC2)Cc2cc(OC)c(OC)cc21
→ 2 | 4 | 0.3 | 0.0
Cc1ccc2c(c1)C(=O)c1cc(C)cc3cccc-2c13
→ 2 | 18 | 1.5 | 0.0
O=C1N/C(=C/c2ccsc2)C(=O)N1c1ccccc1
→ -28 | 5 | -0.1 | 0.2
O=C(NNc1nc(-c2ccccc2)c2cc(Br)ccc2n1)c1cccnc1
→ -5 | 5 | -0.3 | 1.2
CC(=O)c1cccc(NC(=S)NC(=O)Cc2ccccc2)c1
→ -4 | 17 | -0.7 | 0.1
CN1C[C@@H]2C[C@@H](c3ccc(-n4cccn4)cc3)N3CCC[C@@]23C1=O
→ -1 | 2 | 3.2 | -0.1
CCN(CC)C(=O)Cn1c(Cc2ccccc2)nc2sc(C)c(C)c2c1=O
→ 1 | 9 | -0.3 | -0.1
O=Cc1ccc(-c2ccc(OCCN3CCOCC3)nc2)cc1
→ -59 | 6 | 0.0 | -0.6
Cc1ccc(C(c2c(C)n(C)n(-c3ccccc3)c2=O)c2c(C)n(C)n(-c3ccccc3)c2=O)cc1
→ -7 | 2 | -0.2 | 0.0
O=C(Nc1ccc(F)cc1)c1cccc(N2C(=O)c3ccccc3C2=O)c1
→ -5 | 3 | 2.4 | 0.0
COc1ccc(Br)cc1CN(CCc1ccc2c(c1)OCO2)Cc1cccnc1
→ 8 | 52* | -0.6 | -0.1
CC[C@@H]1NC(=O)[C@@H]2C[C@H](NC(=O)c3ccc(Cl)c(Cl)c3)CN2C1=O
→ 1 | 19 | 0.6 | -0.1
O=C(OCCN=C1NS(=O)(=O)c2ccccc21)c1cccc(Br)c1
→ -10 | 2 | 0.9 | 0.0
Cc1nc(N2CCN(c3cccc(Cl)c3)CC2)c2cc(C)sc2n1
→ 5 | 8 | -0.9 | 0.1
N#Cc1c(-c2ccccc2)cc(-c2ccccc2)nc1SCC(=O)Nc1c(Cl)cccc1Cl
→ 3 | 9 | -1.8 | 0.0
COc1cc(NC(=O)c2ccc(Oc3ccccc3)cc2)c(C(=O)O)cc1OC
→ -7 | 10 | -0.7 | 0.1
Cc1cc(OCC(=O)NCC2CCCO2)cc(C)c1Cl (stereo not given)
→ 3 | -1 | -0.1 | -0.4
CCc1c(C)nc(SCC(=O)Nc2ccc(N(C)C)cc2)[nH]c1=O
→ 13 | 0 | -0.3 | 0.0
CCCCC/C=C\C/C=C\CCCCCCCC(=O)OCC(COC(=O)CCCCCCCCCCCCCCC)OC(=O)CCCCCCC/C=C\CCCCCCCC (stereo not given)
→ / | 5 | 3.0 | /
Cc1ccc(N2C(=O)CSC2c2ccc(Cl)cc2)cc1Cl (stereo not given)
→ -8 | 0 | -0.6 | -0.3
O=C(CN1C(=O)CSC1=O)Nc1ccc(F)c(F)c1F
→ 1 | -9 | -1.0 | 0.6
Cc1ccc(NC(=O)Cn2cnc3c(oc4ccccc43)c2=O)cc1
→ 0 | 1 | 0.6 | 0.1
CCOc1ccc(NC(=O)CSC2=C(C#N)C(c3ccco3)C3=C(CCCC3=O)N2)cc1 (stereo not given)
→ 7 | -6 | 4.1 | 0.1
Cc1ccccc1Cn1nnc(-c2ccc3c(c2)OCO3)n1
→ -49 | -4 | -0.1 | 0.6
CCN1C(=O)c2cccc3c(NC(=O)c4ccc(C(=O)OC)cc4)ccc1c23
→ 11 | 0 | 0.1 | -0.1
N#CC1=C2N=C(N)c3c(sc4c3CCCCC4)N2C2=C(C(=O)CCC2)C1c1cccs1 (stereo not given)
→ 19 | -2 | 0.3 | -0.2
O=C(C1CCCC1)N1CCN(c2ccc(F)cc2)CC1
→ 1 | 13 | 2.0 | -0.3
Cc1cccc(CNCc2c(C(=O)N3C[C@@H](C)O[C@@H](C)C3)nc3sccn23)c1
→ -6 | 5 | -1.4 | 0.0
Cc1ccc2c(c1)C(O)(c1c(C)[nH]c3ccccc13)C(=O)N2 (stereo not given)
→ 10 | 16 | 0.7 | 0.2
CCOc1cc(/C=C2/C(=N)N3N=C(C(C)C)SC3=NC2=O)cc(Cl)c1OCc1ccc(F)cc1
→ 2 | -6 | -0.4 | 0.1

(next part)
Sequence of screens – TEAD-YAP inh | MITF inh | GPR151 activ | FBW7 act
CC(=O)Nc1cc(C(=O)O)ccc1Nc1cccc(Cl)c1
→ 6 | 6 | 0.9 | 0.0
Cc1nc2cc(-c3ccc(Cl)cc3)[nH]n2c(=O)c1C
→ -48 | 7 | 3.7 | 0.0
CCOc1ccc(N2C(=O)c3ccccc3NC2(C)C)cc1
→ -55 | 0 | -2.9 | -0.2
CCc1sc(NC(=O)COc2ccccc2)nc1-c1ccc2c(c1)CCN2C(C)=O
→ -9 | 11 | 0.2 | 0.1
N#Cc1c(NC(=O)c2ccc(Cl)c([N+](=O)[O-])c2)sc2c1CCCC2
→ 6 | 10 | 0.2 | -0.1
Cc1cccc(NC(=O)/C(C#N)=C\c2ccccc2O)c1C
→ 0 | 13 | 0.4 | -0.1
COc1cc(C2C3=C(CCCC3=O)NC3=C2C(=O)CCC3)ccc1OCC(=O)O
→ 5 | 14 | 0.8 | 0.4
C=CCn1c(SCC(=O)Nc2ccccc2F)nnc1-c1cccnc1
→ -1 | 0 | 0.5 | -0.1
N/C(=N\OC(=O)C1CCCCC1)c1ccc(Br)cc1
→ 1 | 7 | 0.8 | 0.1
CCCN1C(=O)COc2ccc(-c3csc(NC(=O)C(CC)CC)n3)cc21
→ 32* | 3 | -0.3 | 0.1
O=c1[nH]c(Nc2nc3ccccc3o2)nc2c1CCCC2
→ -72 | 8 | 0.3 | -0.3
C=CCc1ccccc1OCCCN1CCOCC1
→ 7 | 42 | 0.0 | -0.3
CCOC(=O)N1CCN(C(=O)C2CCN(c3nc4ccc(OC)cc4s3)CC2)CC1
→ 1 | 10 | 1.4 | -0.1

Random draw from the library; about 3.5% have a hit in one of these screens.
